# Screens (PubChem)
# GalR3 antag: GalR3 antagonists in HEK293 cells, primary screen, cell-based, fluorescence readout. 360,000 compounds, 0.44% hits. HEK293 GalR3-CNG cAMP membrane potential fluorescence; galR3 body fused to GalR1 C-terminus. inhibition, % at 3 µM. AID 651719, 2012. Galanin receptor type 3 (Homo sapiens), O60755;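 active means inhibition above the screen-wide average plus 3 SD, cut at about 13% in these data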;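 further: forskolin and galanin both at EC90 stimulate the cells; cAMP rise reported by CNG channel membrane potential dye signal; 0% = forskolin plus galanin with DMSO and 100% = forskolin alone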
# Target sequence (O60755 1-299 limits assumed): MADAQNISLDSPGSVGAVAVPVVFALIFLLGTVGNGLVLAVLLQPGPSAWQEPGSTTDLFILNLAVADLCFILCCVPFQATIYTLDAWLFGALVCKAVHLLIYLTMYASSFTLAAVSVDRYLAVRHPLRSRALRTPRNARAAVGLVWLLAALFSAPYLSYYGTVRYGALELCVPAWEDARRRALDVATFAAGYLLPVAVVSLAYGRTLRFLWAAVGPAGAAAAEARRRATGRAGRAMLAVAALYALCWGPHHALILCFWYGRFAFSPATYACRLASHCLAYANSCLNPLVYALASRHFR
# Starred values were filed as active, the others as inactive. An excerpt, so the mix of outcomes need not match the whole.
Structure,GalR3 antag
CCCCNC(=O)c1nc(C2CCN(S(=O)(=O)c3ccc(C(F)(F)F)cc3)CC2)oc1-c1ccccc1,0
O=C(CC1CCCC1)N[C@H](C(=O)N1CCC[C@H]1C(=O)NC1CCCC1)C1CCCCC1,-2
Nc1nc2c(ncn2[C@@H]2O[C@H](C(=O)NCCc3c[nH]c4ccccc34)[C@@H](O)[C@H]2O)c(=O)[nH]1,-3
CN1CCN(C(=O)c2cc3c(c(-c4cccc(-c5cc6ccccc6o5)c4)n2)[C@@H](CCO)N(S(=O)C(C)(C)C)C3)CC1 (some centres undefined),-6
Cc1ccccc1-c1cc2nc(NCCc3ccncc3)n(C)c(=O)c2s1,-5
CC(N)c1csc(Nc2ccc(C(=O)NCCO)cc2)n1 (centres undefined),-6
CN(C)c1ccc(-c2ccnc3c2CC(C)(C(=O)NCc2cccc(Cl)c2)O3)cc1 (centres undefined),-4
Cc1ccc2nc(-c3ccccc3)c(CC3CCCCC3)n2c1,-6
CC(C)(C)c1ccc(CC(=O)N2CCC2(C)C(=O)NCc2ccc(Cl)cc2)cc1 (centres undefined),-7
c1ccc(COc2cccc(-c3cc4nc(NCCOc5ccccc5)ccn4n3)c2)cc1,-6
O=C1NC[C@@H](CCCCN2CCN(CC3CCCCC3)C(=O)C2=O)N(CC2CCCCC2)C1=O,-7
CCc1ccc(NC(=O)CCCOc2cc(=O)n(C)c3ccccc23)cc1,1
CCc1nc2ccc(C(=O)NCCN3CCNC3=O)cn2c1N(CC)CCOC,-5
COC(=O)[C@]12CCCCC=C1N(Cc1ccc3c(c1)OCO3)C(=O)[C@H](CC(=O)NCc1ccccc1)C2,-7
CC(C)CNC(=O)c1cccc2c(-c3cccc(C(N)=O)c3)coc12,-4
CN(C)[C@H]1CCN([C@H]2CS(=O)(=O)N[C@@H]2COCc2ccccc2)C1,-7
O=C(NCc1ccccc1)C1Cc2c(-c3ccc4c(c3)OCO4)ccnc2O1 (centres undefined),-4
CC(C)CNC(=O)C1(C)CCCCCN1C(=O)c1csnn1 (centres undefined),-4
NC(Cc1ccc(C(F)(F)F)cc1)c1csc(NC(=O)Nc2ccccc2Cl)n1 (centres undefined),1
CCc1c(-c2ccc(OC)cc2)ncn1Cc1cccc(-c2ccccc2)c1,-7
Cc1cc(F)cc(-c2cc(C(=O)NCc3ccc(C(F)(F)F)cc3)[nH]n2)c1,-4
O=C(c1ccc(-c2ccccc2)cc1)N1CCC2CC1c1cc(-c3ccc4c(c3)OCO4)ccc12 (centres undefined),-5
CC1(C(=O)NS(=O)(=O)Cc2cccc(Cl)c2)CCN1C(=O)CCc1cccs1 (centres undefined),-8
CCc1nc2c(OCc3ccc(OC)cc3)cccn2c1N(C)C(=O)C(C)C,-1
CCNC(=O)C1CCCN(C(=O)c2cnc3ccccc3n2)CC1 (centres undefined),-4
C=CCNc1nc2cc(-c3cccc(NC(C)=O)c3)sc2c(=O)n1C,-6
CCCS(=O)(=O)NC(=O)C1(C)CCCN(C(=O)c2c(OC)cccc2OC)C1 (centres undefined),-6
c1ccc(CC(Nc2cccnc2)c2ccccc2)cc1 (centres undefined),0
c1ccc2c(-c3ccc4nncn4c3)cncc2c1,-5
CCCCNC(=O)C1c2ccccc2OCC(=O)N1CCCN1CCOCC1 (centres undefined),-6
CC1(C(=O)O)CCCN1C(=O)c1ccc(Cl)cc1Cl (centres undefined),-7
CCCS(=O)(=O)NC(=O)C1(C)CCCN(C(=O)c2ccnc(Cl)c2)C1 (centres undefined),-1
O=C(NCC1CCN(Cc2ccccc2)CC1)[C@H]1O[C@@H](n2ccc(=O)[nH]c2=O)[C@H](O)[C@@H]1O,-3
CC(=O)c1cccc(NC(=O)C2Cc3c(-c4cccc(C(C)=O)c4)ccnc3O2)c1 (centres undefined),-6
COCCNC(=O)c1cccc2c(-c3cccc(C(N)=O)c3)coc12,-5
COc1cc(CNC(=O)c2cc(-c3cc(C)cc(F)c3)n[nH]2)cc(OC)c1,-5
Cc1cc2oc(=O)cc(CN3CCCCC3)c2cc1Cl,-4
Cc1cccc(C)c1NC(=O)C1(C)CN(S(C)(=O)=O)CC(=O)N1Cc1ccc2c(c1)OCO2 (centres undefined),-8
COc1ccc(CN(C)C(=O)/C=C/[C@H]2O[C@@H](n3cc(C)c(=O)[nH]c3=O)C[C@@H]2O)cc1OC,-5
Cc1noc(C)c1C(=O)N1CCCC(C)(C(=O)NS(=O)(=O)C2CC2)C1 (centres undefined),-1
CC(C)CNC(=O)C1(C)CCCCCN1C(=O)c1cc2ccccc2s1 (centres undefined),1
CN1OC[C@@H]2CN3C(=Nc4cc(C(F)(F)F)cc(C(F)(F)F)c4)Sc4ccccc4[C@@H]3C[C@@H]21,-7
CCOC(=O)c1cc2c(c(-c3cccc(-c4cc5ccccc5o4)c3)n1)[C@@H](CCO)N(S(=O)C(C)(C)C)C2 (some centres undefined),-5
COc1ccc(NC(=O)C2c3ccccc3OCC(=O)N2Cc2ccco2)cc1 (centres undefined),-5
CCOC(=O)[C@]12CCC=C1N(CCC1=CCCCC1)C(=O)[C@H](CC(=O)N1CCC(c3ccccc3)CC1)C2,-1
CCCCc1c(-c2ccccc2OC)ncn1Cc1ccc(Cl)cc1Cl,-8
C=CCNc1ncnc2c1ncn2[C@H]1CN(Cc2ccc(-c3ccccc3)cc2)C[C@@H](CO)O1,-8
CC1(C(=O)NS(=O)(=O)c2ccc(C#N)cc2)CCN1C(=O)C1(c2ccccc2)CC1 (centres undefined),-5
COC(=O)[C@]12CCCCC=C1N(Cc1ccc3c(c1)OCO3)C(=O)[C@H](CC(=O)N1CCSCC1)C2,-5
CN1CCCCC(NC(=O)c2ccccc2)C1=O (centres undefined),-3

# Following part
Structure,GalR3 antag
C[C@@H]1CN([C@H](C)CO)C(=O)CCCn2cc(nn2)CO[C@H]1CN(C)C(=O)c1ccc2ccn(C)c2c1,-6
COc1ncccc1-c1cnc2cccnn12,-6
COCCNC(=O)C1CCCN(C(=O)c2ccnc(Cl)c2)CC1 (centres undefined),2
O=C1NC[C@@H](CCCCN2C[C@H](Cc3ccccc3)N(CCC3CCCCC3)C(=O)C2=O)N(Cc2ccccc2)C1=O,-3
CCCNC(=O)C1(C)CCN1C(=O)c1ccccc1CCc1ccccc1 (centres undefined),-5
O=C(NCc1ccccc1)C1C(c2ccccc2)=Nc2ccccc2N1C(=O)c1cnccn1 (centres undefined),-7
O=C(C[C@H]1CC[C@@H]2[C@H](COC[C@H](O)CN2C(=O)c2cnccn2)O1)NCc1ccc(Cl)cc1,-2
CC(C)C(C=Cc1ccccc1)=NNS(=O)(=O)c1ccccc1,-10
COc1ccc(OC)c(NC(=O)Nc2nc(C(N)CCc3ccccc3)cs2)c1 (centres undefined),-9
O=C(NCc1cccs1)c1ccc2nc([C@@H]3O[C@H](CO)[C@H](O)[C@H](O)[C@H]3O)[nH]c2c1,2
OCc1ccc(-c2cncc3nccn23)cc1,-7
C[C@@H]1CN(c2ccc(N3CCN(C(=O)OC(C)(C)C)C[C@@H]3C)cc2C#N)C[C@H](C)O1,5
COc1ccc(-c2ccc(C(=O)Nc3ccc(NC(C)=O)cc3)c3occc23)c(C)c1,-5
CC(=O)NC(c1cccc(F)c1)c1nc(-c2ccc(N(C)C)cc2)cs1 (centres undefined),-7
CCCCN(C=O)c1c(CC)nc2ccc(C(=O)N(C)Cc3ccccc3)cn12,-2
CC(C)C[C@H]1CNC(=S)N1C[C@H]1CCCN1C[C@H](Cc1ccc(O)cc1)N1C[C@H](Cc2ccccc2)N(CCc2ccccc2)C1=S,0
CCS(=O)(=O)NC(=O)C1(C)CCN1C(=O)Cc1ccc(Cl)cc1Cl (centres undefined),-7
CC(=O)Nc1cc(-c2ccc(N)nc2)cn2c(-c3cccc(C(F)(F)F)c3)cnc12,-2
N#CCCCc1cn(-c2nc3ccccc3s2)nn1,-6
C/C=C/c1cccc(-c2nc(C(=O)N3CCCCC3)cc3c2[C@@H](CCO)N(C(=O)NC(C)C)C3)c1,-6
CNc1cccc(-c2ccccc2C(C)=O)n1,-2
CC(CCl)n1c(=O)c2ccccc2n1S(C)(=O)=O (centres undefined),-6
COc1ccccc1Cc1c(-c2ccc(C)cc2)nc2ccc(Br)cn12,-5
CCSc1n[nH]c(=O)n1C,-5
CC1(C(=O)Nc2cnc3ccccc3c2)CCN1Cc1cc2ccccc2o1 (centres undefined),-6
O=C(Nc1ccc(F)cc1)C(c1ccncc1)N1CCN(C(=O)c2ccco2)CC1 (centres undefined),-4
COc1cccc(Cn2c3ccc(NC(=O)Cc4cc(OC)ccc4OC)cc3c(=O)n2C)c1,-5
COCCNc1nc(NCc2ccccc2)nc2ccsc12,-9
COCCCNC(=O)c1cccc2c(-c3ccnn3C)coc12,-9
CCOC(=O)C1(C)CCCN(C(=O)c2ccc(OC)cc2OC)C1 (centres undefined),-6
COC(=O)[C@]12CCCCC=C1N(Cc1ccc(Cl)cc1Cl)C(=O)[C@H](CC(=O)N1CCCC1)C2,-8
CC(=O)NC(c1ccco1)c1cc(Cl)c2cccnc2c1O (centres undefined),-2
COc1cccc(NC(=O)N(C)C[C@H]2OCc3cn(nn3)CCCC(=O)N([C@H](C)CO)C[C@@H]2C)c1,-5
CN(C)C(=O)N1CCN(C(=O)[C@@H](Cc2ccccc2)NC(=O)[C@H]2O[C@@H](n3ccc(N)nc3=O)[C@H](O)[C@@H]2O)CC1,-7
Cc1cccc(-c2cnc3cccnn23)c1,-8
CCN(CC)c1ncnc2c1ncn2[C@H]1CN(Cc2cccnc2)C[C@@H](CO)O1,-2
CSc1ccc(CNC(=O)C2(C)CCCN2C)cc1 (centres undefined),-3
CCOc1ccc2nc(S(=O)(=O)NC(=O)C3(C)CCN3C(=O)c3cccc(F)c3)sc2c1 (centres undefined),-7
CNC[C@H]1OCc2cnnn2CCCC(=O)N([C@@H](C)CO)C[C@@H]1C,-5
Cc1ccc(S(=O)(=O)N2CCC(=O)N([C@H](COCc3cccc(C(F)(F)F)c3)C(C)C)CC2)cc1,-4
OC(c1cccc(Cl)c1)c1nc(/C=C/c2ccccc2)cs1 (centres undefined),-5
O=C(NS(=O)(=O)c1ccc2ccc(S(=O)(=O)NCCSc3ccccc3)cc2c1)c1cccc2ccccc12,-5
COc1ccc(-c2cnc3c(NC=O)cc(-c4ccc(S(C)(=O)=O)cc4)cn23)cc1OC,-7
CCOC(=O)C1(C(=O)OCC)N=C(c2ccccc2)C=C1c1ccccc1,-7
Cc1ccc(NC(=O)c2cc(-c3cc(F)ccc3OCC3CCCO3)n[nH]2)cc1NS(C)(=O)=O (centres undefined),-6
CC(C)C1Cc2[nH][nH]c(=O)c2C(c2ccc(Cl)cc2)O1 (centres undefined),-5
O=C(NC1CCCCC1)C(c1ccnc2ccccc12)n1c(=O)c(-c2cc3ccccc3[nH]2)nc2ccccc21 (centres undefined),-4
COC(=O)c1cc2c(c3c4cc(F)ccc4n(S(=O)(=O)c4ccc(C)cc4)c13)C(=O)N(C)C2,-6
CCCCCCCCN1C(=O)[C@H](CC(=O)NCc2ccccc2)C[C@@]2(C(=O)OCC)CCCC=C12,-7
COc1ccc(Cn2cc(CN3CC(N4CCN(CCN(C)C)CC4)CS3(=O)=O)nn2)cc1 (centres undefined),-4

# Continued.
Structure,GalR3 antag
COc1ccc(C(C(=O)NC2CCCCC2)n2c(=O)c(-c3cc4ccccc4[nH]3)nc3ccccc32)cc1 (centres undefined),-7
COc1ccc(CC(N)c2csc(Nc3ncccn3)n2)cc1 (centres undefined),-5
O=C(N[C@H](Cc1ccccc1)C(=O)O)[C@H]1O[C@@H](n2ccc(=O)[nH]c2=O)[C@H](O)[C@@H]1O,-7
COc1ccc(C(O)c2nc(-c3cncnc3)cs2)cc1 (centres undefined),-7
O=C(NCc1cccs1)c1csc([C@@H]2O[C@H](CO)[C@H](O)[C@H](O)[C@H]2O)n1,-7
CCc1nc2ccc(C(=O)NCCN3CCOCC3)cn2c1N(C=O)Cc1ccc(OC)cc1,-2
Cc1ccc(C(O)c2ncc(-c3ccc4ccccc4c3)[nH]2)c(C)c1 (centres undefined),2
CCCNC(=O)c1cc(C2CCCCN2C(=O)c2ccc(C(C)C)cc2)on1 (centres undefined),-5
COc1ccc(NC(=O)C2(C)CCN2C(=O)C(C)C)cc1F (centres undefined),-3
O=C(C(=O)N1CCN(c2ccccc2)CC1)c1ccccc1,0
COC(=O)Cc1ccc(OC2(C)CCN(Cc3ccccc3)C2)cc1 (centres undefined),-2
